Screens deposited in PubChem BioAssay by National Center for Advancing Translational Sciences (NCATS).
ELG1 genotoxic: induces genotoxicity in HEK293T cells with luciferase-tagged ELG1; HEK293T ELG1-luciferase reporter, luminescence, 16 h; Potency, µM (titrated, usually from 46 µM), without a hit: at the highest dose activity change, positive = activation, usual class: activators; hit rate 1.3% among 330,000; AID 504466; further: % of control where 0% means no effect; nearly all actives have a fitted effect of over 60% in size
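Quantitative HTS format in 1536-well plates. HEK293T ELG1-luciferase reporter cells receive test compound and are incubated 16 hr at 37 °C, 5% CO2; ONE-Glo added, 30 min room temperature, then luminescence read.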
MBNL1-CUG inh: inhibitors of human MBNL1 binding to CUG repeat RNA | TR-FRET MBNL1-His/biotin-(CUG)12 binding, 665/545 ratio | Q9NR56 | hit rate 0.036% among 280,000 | Potency, µM (titrated, usually from 57.5 µM), inactives show at the top dose activity change, negative = inhibition, most hits filed as inhibitors; active means well fitted inhibition curve with a large enough effect in the signal ratio, with a control signal flat, not every such curve was filed as active; inconclusive means small, poorly fitted or top-dose-only effect, or effect the other way, or a change in a side signal; inactive means no such curve, though single readings can be large or run the other way; the % refers to the signal ratio; further: on the % scale 0 is the no-effect control and ±100 the full control effect
Target sequence (Q9NR56 whole entry, looked up): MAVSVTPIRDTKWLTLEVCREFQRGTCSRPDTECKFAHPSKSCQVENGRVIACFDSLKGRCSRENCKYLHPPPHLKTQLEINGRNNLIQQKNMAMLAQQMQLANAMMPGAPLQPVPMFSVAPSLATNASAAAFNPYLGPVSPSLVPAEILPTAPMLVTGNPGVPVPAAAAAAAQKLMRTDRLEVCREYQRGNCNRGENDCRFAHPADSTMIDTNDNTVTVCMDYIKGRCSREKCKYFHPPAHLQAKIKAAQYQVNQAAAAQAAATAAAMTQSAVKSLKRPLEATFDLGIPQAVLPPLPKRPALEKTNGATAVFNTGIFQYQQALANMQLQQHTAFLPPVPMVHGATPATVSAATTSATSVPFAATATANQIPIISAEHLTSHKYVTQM
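His-tagged MBNL1 binding to biotinylated (CUG)12 RNA was measured by TR-FRET using terbium anti-His antibody (0.055 ng/ul final) and streptavidin-XL665 (5 nM final). Compounds were titrated 92 nM to 58 uM; 60 min at room temperature.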
Gal4-VP16 FLuc: inhibits Gal4-VP16 luciferase reporter, ROR gamma counter-screen; Drosophila S2 Gal4-VP16 UAS-luciferase, luminescence, 20 h; Potency, µM (series often up to 53.6 µM), for inactives: at the highest dose activity, negative = inhibition, usual class: inhibitors; hit rate 3.5% among 310,000; AID 2546;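 further: Gal4-VP16 expression switched on by copper sulfate through the metallothionein promoter; on the % scale 0 is the no-effect control and ±100 the full control effect; nearly all actives have a fitted effect of over 50% in size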
uPA generation: cell surface uPA generation inhibition; Potency, µM (doses to about 38.3 µM), for inactives: top-dose activity change, negative = inhibition, usual class: inhibitors; cell surface uPA generation assay, qHTS; AID 540303; hit rate 0.31% among 330,000; active means well fitted inhibition curve with a large enough effect; inconclusive means small, poorly fitted or top-dose-only effect; inactive means no such curve, though single readings can be large or run the other way; tested in mouse RAW 264.7 cells; further: on the % scale 0 is the no-effect control and ±100 the full control effect; nearly all actives have a fitted effect of over 55% in size
Rab9 prom act: activates the Rab9 promoter | AID 485297 | Huh7 Rab9 promoter-luciferase reporter, luminescence, 24 h | Potency, µM (doses to about 9.22 µM), for inactives: at the highest dose activation, negative = inhibition, most hits filed as activators | hit rate 2.8% among 320,000; further: % of control where 0% means no effect; nearly all actives have a fitted effect of over 60% in size
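Luminescence from Amplite-detected luciferase (10 minutes, ambient) reports Rab9 promoter activation. Before that, stable Rab9-luciferase Huh7 cells (1500/well, reduced-serum OP-MEM I plus 10% FBS) were exposed to compound for 24 hours at 37C.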
NPC1 promoter act: NPC1 promoter activation; Huh7 NPC1 promoter luciferase reporter, 24 h; Potency, µM (titrated, usually from 9.22 µM), without a hit: at the highest dose activation, most hits filed as activators; hit rate 2.4% among 320,000; AID 485313;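 further: % of control where 0% means no effect; nearly all actives have a fitted effect of over 60% in size; reporter is driven by a mutant NPC1 promoter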
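Luminescence read-out of NPC1 promoter-driven luciferase in stably transfected Huh7 cells; compounds delivered in DMSO and left 24 h at 37C, 5% CO2, qHTS titration format.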
p53 reactivator: restores transcriptional activity of mutant p53; H1299 p53-A138V BP100-luciferase reporter, luminescence, 24 h; Potency, µM (series often up to 92.2 µM), for inactives: at the highest dose activity change, positive = activation, actives largely listed as activators; hit rate 0.063% among 320,000; further: % of control where 0% means no effect; nearly all actives have a fitted effect of over 45% in size
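H1299 (p53-null), stable ts p53-A138V + BP100-Luc; 1000 cells/well, Opti-MEM/10% FBS; cpd 4 pt, 1:5; 24 h, 37 deg C, 5% CO2; detection reagent 10 min RT; luminescence.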
RORgamma inh: inhibitors of mouse ROR gamma transcriptional activity. P51450. Drosophila S2 Gal4-RORgamma UAS-luciferase reporter, 20 h. Potency, µM (top dose mostly 53.6 µM), for inactives: at the top dose activity change, negative = inhibition, most hits filed as inhibitors. hit rate 5.4% among 310,000. AID 2551; further: on the % scale 0 is the no-effect control and ±100 the full control effect; nearly all actives have a fitted effect of over 60% in size
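Read-out: Photinus luciferase luminescence; inhibitors lower reporter signal. Insect Schneider cells with Gal4-ROR gamma fusion under metallothionein promoter, UAS reporter; 700 uM final copper sulfate induction, 20 hr, ambient temperature.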
BRCA1 expr up: activators of BRCA1 expression. MCF7-BRCA1-FFLuc reporter, luminescence, 48 h; response scale: scaled: vehicle 0%, 10 µM genistein 100%. Potency, µM (highest dose often 46.1 µM), for the others: at the highest dose activation, usual class: activators. hit rate 1.1% among 380,000; further: nearly all actives have a fitted effect of over 80% in size; some results filed as inactive show a strong effect at the top dose
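Luminescence from a BRCA1-driven firefly luciferase in MCF7 cells was read after 48 h compound exposure at 37 C. Data normalized against DMSO and a 10microM genistein activation control, then curve-fitted across the titration.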
FLuc modulator: counter-screen for miR-21 project: firefly luciferase inhibitors or activators; purified FLuc, Km substrates, luminescence inhibition; Potency, µM (series often up to 57.5 µM), for the others: top-dose activity change, negative = inhibition, hits mostly inhibitors; P08659; hit rate 6.9% among 360,000;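 further: plate controls were vehicle for no effect and reference inhibitor for full effect; nearly all actives have a fitted effect of over 55% in size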
Target sequence (P08659 whole entry, looked up): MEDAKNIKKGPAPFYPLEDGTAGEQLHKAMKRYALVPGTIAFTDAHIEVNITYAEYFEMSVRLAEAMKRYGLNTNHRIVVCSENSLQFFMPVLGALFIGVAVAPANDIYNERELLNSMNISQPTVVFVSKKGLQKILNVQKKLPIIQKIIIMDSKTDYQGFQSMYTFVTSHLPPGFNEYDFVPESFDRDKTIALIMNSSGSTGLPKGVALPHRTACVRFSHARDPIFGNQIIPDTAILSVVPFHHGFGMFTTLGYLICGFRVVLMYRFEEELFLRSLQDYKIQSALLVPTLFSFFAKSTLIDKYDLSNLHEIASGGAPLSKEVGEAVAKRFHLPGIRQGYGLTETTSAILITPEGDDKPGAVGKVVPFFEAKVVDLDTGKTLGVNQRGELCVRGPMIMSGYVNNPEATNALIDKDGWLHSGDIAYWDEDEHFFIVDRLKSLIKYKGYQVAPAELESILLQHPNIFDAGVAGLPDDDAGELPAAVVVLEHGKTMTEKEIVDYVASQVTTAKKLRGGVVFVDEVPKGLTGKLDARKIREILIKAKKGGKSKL
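Purified P. pyralis luciferase (10nM final) with 10uM D-luciferin and 10uM ATP (Km levels) in 50mM Tris acetate pH 7.5, 10mM Mg acetate, 0.01% Tween-20, 0.05% BSA; qHTS 6-point titration, ~60 µM downward; luminescence read.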
* marks the source's active call; other numbers are inactive results; ? = inconclusive; . = no result given; [ ] = remark or other dose. Unless noted, the call rests on the fitted dose curve; in most records, active means well fitted curve in the direction sought with a large enough effect; inconclusive means small, poorly fitted or top-dose-only effect, or another doubt; inactive means no such curve, though single readings can be large; an effect the other way counts as inactive or inconclusive. Potency means the concentration at half of the fitted maximal effect.

Start of the listing, in advance, six compounds:
SMILES	ELG1 genotoxic	MBNL1-CUG inh	Gal4-VP16 FLuc	uPA generation	Rab9 prom act	NPC1 promoter act	p53 reactivator	RORgamma inh	BRCA1 expr up	FLuc modulator
CCOC(=O)c1c(NC(=O)CSc2nnnn2C)sc(C)c1C	3%	13%	-3%	-8%	3%	3%	-1%	16%	-27%	8%
O=C(c1cccs1)N1N=C(c2ccccc2)CC1c1ccc(O)cc1 (stereo not drawn)	-1%	-1%	3%	2%	-5%	-2%	1%	39%	-15%	-17%
Cc1ccccc1Nc1nc(CSc2nnc(-c3ccoc3C)n2C)cs1	7%	12%	?	-3%	3%	19%	?	?	10%[1.84 µM]	17µM*
CCOC(=O)c1c(NC(=O)CN2CCOCC2)sc2c1CCCC2=O	3%	24%	-5%	0%	-1%	-1%	6%	-22%	-18%	0%
COc1ccccc1NC=C1C(=O)OC(C)(C)OC1=O	0%	2%	5%	2%	9%	-4%	10%	-13%	-2%	11µM*
CCN(CC(=O)NCCc1ccc(F)cc1)Cc1nc2ccccc2c(=O)[nH]1	0%	7%	?	5%	3%	0%	6%	7.9µM*	-19%	1%

The whole of this part, from the first entry:
SMILES	ELG1 genotoxic	MBNL1-CUG inh	Gal4-VP16 FLuc	uPA generation	Rab9 prom act	NPC1 promoter act	p53 reactivator	RORgamma inh	BRCA1 expr up	FLuc modulator
CCOC(=O)c1c(NC(=O)CSc2nnnn2C)sc(C)c1C	3%	13%	-3%	-8%	3%	3%	-1%	16%	-27%	8%
O=C(c1cccs1)N1N=C(c2ccccc2)CC1c1ccc(O)cc1 (stereo not drawn)	-1%	-1%	3%	2%	-5%	-2%	1%	39%	-15%	-17%
Cc1ccccc1Nc1nc(CSc2nnc(-c3ccoc3C)n2C)cs1	7%	12%	?	-3%	3%	19%	?	?	10%[1.84 µM]	17µM*
CCOC(=O)c1c(NC(=O)CN2CCOCC2)sc2c1CCCC2=O	3%	24%	-5%	0%	-1%	-1%	6%	-22%	-18%	0%
COc1ccccc1NC=C1C(=O)OC(C)(C)OC1=O	0%	2%	5%	2%	9%	-4%	10%	-13%	-2%	11µM*
CCN(CC(=O)NCCc1ccc(F)cc1)Cc1nc2ccccc2c(=O)[nH]1	0%	7%	?	5%	3%	0%	6%	7.9µM*	-19%	1%
CC1CCc2nn(CC(=O)NCCC3=CCCCC3)cc2C1 (stereo not drawn)	15%	7%	-1%	10%	-6%	-4%	6%	?	-9%	5%
CCN1C(C#N)=C(C#N)N=C(C)CC1(C)C	-1%	1%	0%	-3%	-5%	-4%	-2%	7%	0%	7%
O=C(CCn1nc(-c2ccccc2)c2ccccc2c1=O)Nc1cccnc1	4%	3%	-6%	-3%	-7%	-4%	-4%	24%	-22%	-2%
CNC(=O)N(O)C1N(/N=C/c2c(F)cccc2Cl)C(=S)SC1(C)C (stereo not drawn)	1%	5%	-19%	7%	-2%[1.84 µM]	2%	2%	12%	-10%	-3%
CCOc1cccc(C2C(C#N)=C(N)Oc3cc(C)oc(=O)c32)c1OCC (stereo not drawn)	-1%	3%	-2%	7%	-4%	0%	3%	-4%	-14%	2%
COc1ccc(-n2nc([N+](=O)[O-])c(=NCCc3ccccc3)n2O)cc1	8%	.	6%	10µM*	19%	14%	22%	-11%[10 µM]	37%	-15%
CCC(Oc1ccccc1)C(=O)Nc1ccccc1N1CCCCC1 (stereo not drawn)	-3%	2%	.	-13%	-3%	-1%	.	.	0%	2%
CC(=O)N(Cc1cccs1)C1CCOC(C)(C)C1 (stereo not drawn)	.	8%	-7%	-6%	.	.	.	28%	-3%	7%
Nc1nc(SCC(=O)Nc2ccc(Cl)cn2)n[nH]1	-1%	0%	4%	2%	-6%	-4%	-1%	11%	0%	4%
O=C(Nc1ccn(Cc2c(F)c(F)cc(F)c2F)n1)c1cccc(Cn2cc([N+](=O)[O-])cn2)c1	-4%	0%	-9%	.	-5%	5%	1%	9%	-36%	2%
CCc1ccccc1NC(=O)COc1ccc2c(=O)c(Oc3cc(C)ccc3C)coc2c1	1%	9%	-18%	-2%	-3%	-7%	-5%	23%	-28%	1%
COc1ccc(-c2oc3ccccc3c2C(=O)OCc2ccccc2OC)cc1	-2%	4%	-2%	10%	-6%	-3%	9%	13%	5%	5%
CCCc1nnc(SCC(=O)N2C(C)CCCC2C)n1CCCOC (stereo not drawn)	0%	0%	-1%	2%	-6%	1%	2%	5%	12%	1%
COc1cccc(N(C(=O)CS(=O)CC(=O)Nc2ccc(F)cc2)C(C(=O)NC2CCCCC2)c2cccs2)c1 (stereo not drawn)	?	-10%	?	-4%	3%	2%	-21%	19%	-33%	-7%
O=P(O)(c1ccccc1)c1ccccc1O	0%	-4%	-4%	1%	-7%	-4%	-3%	11%	4%	8%
NC(=O)C12CCCC(Br)(CCC1)C2	1%	9%	-4%	1%	-2%	-3%	2%	-12%	-3%	-2%
C/C(Cl)=C/Cn1c(SCC(C)C)nc2c1c(=O)[nH]c(=O)n2C	1%	3%	1%	4%	-5%	-1%	-1%	-7%	12%	-1%
Cc1ccc(C)c(NC(=S)N(Cc2ccco2)C(C)c2cccs2)c1 (stereo not drawn)	-3%	-10%	5µM*	5%	2%	1%	-3%	2.5µM*	0%	-6%
O=C(Cn1cc([N+](=O)[O-])cn1)N1CCc2ccccc21	-1%	15%	-3%	-9%	2%	8%	-2%	-17%	18%	-5%
Cc1ccc(C)c(OCC(=O)N/N=C/c2c(C)nn(-c3ccccc3)c2Cl)c1C	12%	.	?	2%	-4%	-6%	-5%	-8%	-53%	1%
O=C(OCCCCN1C(=O)c2ccccc2C1=O)c1n[nH]c2ccccc12	-2%	?	32µM*	5%	-8%	-1%	-10%	-110%	-2%	-15%
Fc1ccc(Nc2nc(-c3ccncc3)cs2)cc1	-1%	14%	-1%	16%	?	?	-1%	?	26%	?
Cc1ccn2c(C(=O)NN=C3CCN(C)CC3)c(C)nc2c1	?	-2%	-22%	-3%	0%	-5%	-1%	4%	-1%	1%
CN(C)S(=O)(=O)c1cccc(NC(=O)CSc2nncn2-c2ccccc2)c1	-6%	-3%	7%	-9%	2%	-4%	-2%	7%	0%	-3%
Nc1ccccc1SSc1ccccc1N	10%	-6%	?	?	6%[1.84 µM]	0%	?	?	-83%	11µM*
CCCOC1(NC(=O)c2ccccc2)C(C)=CC(=O)C=C1C	0%	0%	1%	2%	-6%	-2%	5%	-6%	17%	-3%
CCOc1ccc2c(c1)-c1c(ssc1=S)C(C)(C)N2C	-10%	?	?	6%	1%	6%	15%	?	0%	-17%
O=C(COC(=O)c1ccc([N+](=O)[O-])cc1Cl)NCc1ccco1	-3%	.	.	12%	-2%	-5%	4%	.	1%	-8%
Cc1ccc(C(=O)Nc2ccccc2-c2ccccc2)cc1[N+](=O)[O-]	-7%	4%	0%	.	0%	-5%	4%	6%	-24%	12%
CCc1ccc(N(C(=O)c2snc(C(N)=O)c2N)C(C(=O)NCCC(C)C)c2c[nH]c3ccccc23)cc1 (stereo not drawn)	1%	0%	-15%	0%	5%	-4%	-2%	-17%	-6%	-1%
CC(C(=O)NCc1cccnc1)N1C(=O)c2ccccc2C1=O (stereo not drawn)	1%	26%	2%	-5%	2%	0%	-5%	-24%	14%	6%
O=C(NCC(c1cccnc1)N1CCN(c2ccc(F)cc2)CC1)OCc1ccccc1 (stereo not drawn)	-20%	-5%	?	-2%	3%	13%	0%	13µM*	-10%	1%
COc1ccc(S(=O)(=O)Nc2ccc3c(c2)CC(=O)N([C@@H](C)CO)C[C@H](C)[C@@H](CN(C)S(=O)(=O)c2ccc(F)cc2)O3)cc1	3%	.	.	-2%	.	.	-1%	.	8%	.
O=C(CCC(=O)N(CC(=O)NC1CCCCC1)c1ccc2c(c1)OCO2)Nc1ccccn1	4%	-8%	1%	1%	4%	29%	1%	-2%	1%	0%
CCOC(=O)C1CCCN(C(=O)CSc2ccccc2)C1 (stereo not drawn)	17%	.	3%	3%	9%	14%	?	6%	20%	?
CC(C)OC(=O)CSc1nc2ncccc2[nH]1	-2%	6%	0%	0%	-2%	1%	0%	-3%[10 µM]	1%	0%
COc1ccc(C(=O)NCCc2nc3cc([N+](=O)[O-])ccc3n2C)cc1	-1%	15%	-5%	-23%	-11%	-1%	-5%	11%	6%	-10%
CCc1cccc(C)c1NC(=O)CSc1nnc(Cc2csc(C)n2)o1	-4%	.	.	2%	0%	0%	3%	.	0%	0%
